Compound activity (PubChem BioAssay)
VIM-2 inh: VIM-2 metallo-beta-lactamase inhibitors, primary screen, biochemical, epi-absorbance readout, Pseudomonas aeruginosa enzyme | purified VIM-2, nitrocefin hydrolysis, epi-absorbance fluorescence | inhibition, % at 5.6 µM | actives 0.89% (n = 290,000) | AID 1527, 2009;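 active = inhibition above the mean of all tested compounds plus 3 SD, cutoff set per screening run, cut at about 7.5% in these data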;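 also: red hydrolysis product quenches plate fluorescence so inhibitors raise well fluorescence; 0% = enzyme with DMSO and 100% = DMSO without enzyme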
IDE inh: human IDE inhibitors in live cells, primary screen, fluorescence polarization, HEK cells, FAbetaB substrate. Insulin-degrading enzyme (Homo sapiens), P14735. FAbetaB cleavage. inhibition, % at 5.59 µM. actives 0.41% (n = 320,000);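 active = percent inhibition above the average of all tested compounds plus 3 SD, set per screening campaign, cut at about 16% in these data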;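 also: IDE supplied by intact live HEK cells; FP after avidin binding of uncleaved biotin substrate so inhibition keeps polarization high; 0% = DMSO wells and 100% = 60 µM reference IDE inhibitor Ii1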
Target sequence (P14735 whole entry, looked up): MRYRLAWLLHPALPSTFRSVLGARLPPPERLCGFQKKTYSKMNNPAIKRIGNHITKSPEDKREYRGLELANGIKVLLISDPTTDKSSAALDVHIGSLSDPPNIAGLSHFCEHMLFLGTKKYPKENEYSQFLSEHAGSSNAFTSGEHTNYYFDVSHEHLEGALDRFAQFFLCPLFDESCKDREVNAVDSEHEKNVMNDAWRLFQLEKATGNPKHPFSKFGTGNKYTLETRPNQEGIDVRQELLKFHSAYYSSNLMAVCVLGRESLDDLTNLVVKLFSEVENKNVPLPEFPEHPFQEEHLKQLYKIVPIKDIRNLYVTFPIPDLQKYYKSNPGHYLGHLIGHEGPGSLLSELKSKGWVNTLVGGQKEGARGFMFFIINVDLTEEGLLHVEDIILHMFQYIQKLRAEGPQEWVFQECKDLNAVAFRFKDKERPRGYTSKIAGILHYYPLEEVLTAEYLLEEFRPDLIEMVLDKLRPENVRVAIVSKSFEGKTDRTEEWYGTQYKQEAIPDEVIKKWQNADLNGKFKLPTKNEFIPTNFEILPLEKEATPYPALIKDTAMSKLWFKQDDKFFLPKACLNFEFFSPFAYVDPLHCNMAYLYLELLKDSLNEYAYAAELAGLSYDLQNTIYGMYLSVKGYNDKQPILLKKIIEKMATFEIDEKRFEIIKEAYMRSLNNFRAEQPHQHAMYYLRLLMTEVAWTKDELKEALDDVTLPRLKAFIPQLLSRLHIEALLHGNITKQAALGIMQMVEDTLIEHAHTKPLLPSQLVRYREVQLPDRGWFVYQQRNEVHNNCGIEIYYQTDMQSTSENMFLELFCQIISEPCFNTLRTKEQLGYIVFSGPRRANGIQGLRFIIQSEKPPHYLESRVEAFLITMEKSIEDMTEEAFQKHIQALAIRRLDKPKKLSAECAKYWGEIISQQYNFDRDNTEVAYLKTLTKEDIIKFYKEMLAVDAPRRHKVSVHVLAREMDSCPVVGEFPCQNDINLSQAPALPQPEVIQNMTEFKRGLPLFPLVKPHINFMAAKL
UBC9 SUMO inh: inhibitors of in vitro SUMOylation cascade, primary screen, biochemical, HTRF, uHTS | actives 0.36% (n = 290,000) | inhibition, % at 35 µM | HTRF SUMOylation assay, SAE1/SAE2 + UBC9 | AID 2006, 2009; in the data active = inhibition above about 50%, passing the limit was not always enough; also: strong numbers were not always called active
IDE cell activ: human IDE activators in live cells, primary screen, fluorescence polarization, HEK cells, FAbeta-B substrate; Insulin-degrading enzyme (Homo sapiens), P14735; actives 0.073% (n = 340,000); activation, % at 5.96 µM; FAbeta-B cleavage; 0% vehicle, 100% cell-free pure enzyme wells;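 active = activation above the mean of all tested compounds plus 3 SD, set per screening campaign, cut at about 17% in these data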
pCIP destab: p/CIP-EGFP fusion destabilizers, primary screen, fluorescence, F442A cells; decrease of EGFP signal, % at 10 µM; actives 0.01% (n = 290,000); AID 1984, 2009; Q05BA5; 16 h;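 active = EGFP signal decrease of at least 30% at 10 µM or well 3 SD below plate mean, unless failing retest; inactive = the rest, including hits failing retest or dose response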; also: some compounds called inactive have numbers as strong as hits; many of its hits are not listed in these tables
IMP-1 inh: IMP-1 metallo-beta-lactamase inhibitors, primary screen, biochemical, epi-absorbance readout, Pseudomonas aeruginosa enzyme; metallo-beta-lactamase IMP-1 (Pseudomonas aeruginosa); purified IMP-1, nitrocefin hydrolysis, epi-absorbance fluorescence; inhibition, % at 5.6 µM; actives 0.45% (n = 290,000); AID 1556, 2009;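 active = inhibition above the mean plus 3 SD of all compounds in the same screening run, cut at about 4.5% in these data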;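 also: 0% = IMP-1 with DMSO and 100% = DMSO wells lacking enzyme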
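System: purified IMP-1; amount: IMP-1 0.2 nM before substrate addition; compound: single dose, 5.6 µM; times: 25 °C, 15 min preincubation, 25 min reaction; signal: Epi-absorbance via hydrolysed-nitrocefin quenching of white-plate fluorescence, 480/530 nm, EDTA stop; benchmarks: DMSO with and without IMP-1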
HCV NS3 hel inh: inhibitors of HCV NS3 helicase, primary screen, biochemical, Cy5 molecular beacon fluorescence; NS3 helicase DNA unwinding; Hepatitis C virus NS3 helicase; actives 0.56% (n = 290,000); inhibition, % at 10.9 µM;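 active = inhibition above the mean of all tested compounds plus 3 SD, set per campaign, cut at about 35% in these data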;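 also: 0% = DMSO wells and 100% = thioflavine S control wells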
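Assay system – hepatitis C virus NS3 helicase domain fragment enzyme · Buffer or medium – MOPS pH 6.5, MgCl2, DTT, Tween20, BSA · Reagent – Cy5/quencher beacon DNA duplex and ATP to start · Compound – single 10.9 µM dose · Timing – 1 h at 25 °C · Technique – Cy5 beacon fluorescence read at start and 1 h · Measure – % inhibition of unwinding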
PfM18AAP inh: PfM18AAP inhibitors, malaria aminopeptidase, primary screen, biochemical, QFRET, recombinant enzyme | inhibition, % at 7.35 µM | H-Glu-NHMec fluorogenic cleavage | M18 aspartyl aminopeptidase (Plasmodium falciparum 3D7) | actives 1.2% (n = 290,000);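 active = inhibition above the campaign mean inhibition over all tested compounds plus 3 SD, cut at about 28% in these data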;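 also: 0% = plate median of test compound wells and 100% = 2 mM ZnCl2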
FID counter: compounds displacing fluorescent DNA intercalator, primary screen, artefact control for HCV NS3 helicase inhibitor project, biochemical, FID fluorescence; DNA fluorescent intercalator displacement; inhibition, % at 7.9 µM; actives 0.17% (n = 290,000); AID 1845, 2009; in the data active = inhibition above about 37%;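 also: 0% = vehicle and 100% = reference compound; higher means more ethidium bromide displaced from hairpin DNA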
An asterisk follows results filed as active; nt = not tested or not shown.

Under each structure – VIM-2 inh, IDE inh, UBC9 SUMO inh, IDE cell activ, pCIP destab, IMP-1 inh, HCV NS3 hel inh, PfM18AAP inh, FID counter
CC1CCN(S(=O)(=O)c2ccc(S(=O)(=O)NCC3COCCO3)cc2)CC1 (stereo unspecified)
    -0.3, 3, 12, -6, -15, 0.7, -1, -6, -1
CCC(C(=O)NCCN1CCN(C)CC1)n1c(C)c2cnn(-c3ccccc3)c(=O)c2c1C (stereo unspecified)
    1.1, 3, 20, 3, -1, -0.1, 7, -3, 10
O=C1CCCCCN1CP(=O)(O)CN1CCCCCC1=O
    -2.0, 10, 9, 2, 1, -2.1, 0, -2, 2
COc1cccc(N(CC(=O)NC2CCCC2)C(=O)Cn2nnc(-c3ccc(C)cc3)n2)c1
    -0.8, 0, 17, 1, -11, 2.4, -13, 10, -35
Cc1ccc(C(=O)OCC(=O)Nc2cc(S(C)(=O)=O)ccc2Cl)cc1S(=O)(=O)N1CCCCC1
    -1.9, 9, -7, -7, 12, -2.6, -3, -1, -28
Nc1nnc(CCC2CCCCC2)s1
    -0.4, -2, 4, -3, 4, -3.1, -2, -2, 3
CCc1c(O)nc(SCc2ccccc2)n(C(C)CC)c1=O (stereo unspecified)
    -0.1, -1, -5, -4, 4, -2.1, 7, -3, -23
COc1ccc(-c2cc(C(=O)Nc3c(C)nn(Cc4ccccc4Cl)c3C)no2)cc1
    -4.7, 9, 8, -9, -2, -3.6, 1, 3, -6
COc1ccccc1N1CCN(C2CCCN(C(=O)c3ccnc4ccc(C)cc34)C2)CC1 (stereo unspecified)
    0.8, -2, 2, 3, 10, 0.7, 13, -11, -26
COc1ccc(CCN2CC(C(=O)N(C)Cc3ccc4nsnc4c3)CCC2=O)cc1 (stereo unspecified)
    -0.4, 0, 7, 5, -7, -2.2, -2, 3, -41
CNC(=S)N1C2CCCC1CC(NC(=O)c1ccc(F)cc1)C2 (stereo unspecified)
    -0.7, 2, 3, 5, -5, -2.4, 3, 1, -8
CCN(CC)C(NC(=O)c1ccccc1)C(=O)c1ccccc1 (stereo unspecified)
    1.7, 7, 6, 5, 3, 0.3, 6, -12, 5
O=C1/C(=N\S(=O)(=O)c2cccs2)C([n+]2ccc(CCCc3ccccc3)cc2)=C([O-])c2ccccc21
    1.0, 5, 41, nt, -18, 0.9, -13, 1, -22
Cc1cc(C)n2cc(CSc3nncn3C)nc2n1
    -1.5, 3, 8, 3, 3, -3.0, 6, -2, -4
COc1ccc(/C=N/Nc2cc(OC)ncn2)cc1
    -2.0, 0, 11, -2, -5, -5.3, -13, -11, -9
CN(C)S(=O)(=O)c1ccc(C(=O)Oc2cc(=O)[nH]c3ccccc23)cc1
    3.6, 2, 25, -1, -2, 3.3, 5, 2, -4
Cc1nc(-c2ccccc2)cn2c1nc1ccccc12
    0.8, -1, 32, -7, -1, -5.4, 5, 2, -10
O=C(O)c1ccc(CSc2nnc(Cc3ccccc3)o2)cc1
    -2.2, 1, 9, 4, 4, -2.5, 17, -2, -14
CC(CC(=O)O)CC(=O)Nc1cc(C(F)(F)F)cc(C(F)(F)F)c1 (stereo unspecified)
    -2.0, -2, -10, -2, -10, -1.1, 45*, 7, -9
O=C(Nc1c2c(nn1-c1ccc(F)cc1)CS(=O)C2)c1ccco1 (stereo unspecified)
    -0.9, -1, 13, -3, -9, -2.7, -4, -1, -4
N#Cc1c2ccccc2nc2ccccc12
    6.0, 7, 15, 6, -10, 2.2, 0, -7, 5
CN(CCc1ccccn1)C(=O)CCC1CCCN(C(=O)c2cccc(N(C)C)c2)C1 (stereo unspecified)
    -1.4, 4, 9, 1, 0, -0.7, 3, 5, -42
O=C(O)c1ccccc1/C=N/Nc1nc(N2CCCCC2)nc(N2CCCCC2)n1
    -0.9, -4, 10, nt, 1, -2.3, -6, -6, -6
Clc1ccc(CN2C3=NCCCN3c3ccccc32)cc1Cl
    -1.6, -2, 10, 2, -15, -3.0, -28, 10, 15
CCC1(CC)C(=O)NC(=O)NC1=Nc1ccccc1
    2.1, 5, 1, 3, 2, 0.2, -4, -11, 1
CCCCc1c(C)nn(-c2nnc3c4ccccc4n(C)c3n2)c1C
    -0.7, 1, 27, 1, -1, 1.1, -9, -6, -7
CC(NC(=O)COC(=O)c1ccc2c(c1)S(=O)(=O)N=C1CCCCCN12)C12CC3CC(CC(C3)C1)C2 (stereo unspecified)
    -0.8, 1, -8, 0, -5, -3.3, 1, 2, 3
Cc1nn(C)c(Oc2cccc(C(F)(F)F)c2)c1C#N
    -0.8, -1, 5, 1, -9, -2.8, -2, 0, -3
CCC(CC)NC(=O)CCCSc1nc2ccccc2[nH]1
    -0.8, 2, 12, -1, -9, 0.1, 15, 6, -11
CCN(CC)S(=O)(=O)c1ccc(S(=O)(=O)N(CC(=O)Nc2ccccc2)Cc2ccco2)cc1
    -1.6, 6, -41, 5, 6, -0.7, 0, 4, -7
CCN(CC)S(=O)(=O)c1ccc(OC)c(NC(=O)/C=C/c2ccco2)c1
    0.0, -4, 2, -1, -3, -0.1, 63*, -6, -27
COc1ccc(NC(=O)c2cn(CCC#N)nc2-c2cccs2)cc1
    -3.3, -1, -7, -3, 6, -2.7, -4, -1, 2
Cc1ccc(C)c2c1c1ccccc1n2C
    0.9, 2, 7, -1, -5, -1.2, 5, -7, 0
CCN1CCN(C(=O)c2cc3c(=O)n(C)c4ccccc4c3n2C)CC1
    17*, 8, -9, 2, 0, -2.7, -4, 4, 14
CCOc1ccc(-c2nnc(N)o2)cc1
    -4.5, 5, -1, 8, 2, -0.6, 5, 12, 2
O=C(CNC(=O)c1cccs1)NCC(=O)OCc1ccc(Cl)cc1
    1.6, 5, -4, 0, -3, -1.1, 17, -3, 3
Cc1ccc(NC(=O)COC(=O)COc2ccc(Cl)cc2)c([N+](=O)[O-])c1
    -4.6, 3, -26, 2, 2, -2.7, 11, 1, 0
N#Cc1ccc(C23CC4(C2)[C@H](CN(Cc2ccc(-c5ccccc5)cc2)[C@@H]4c2ccccc2)C3c2ccc(Cl)nc2)cc1 (stereo partly specified)
    nt, -1, 17, 7, -4, nt, nt, nt, nt
N#Cc1cn(CC(=O)NCCc2c[nH]c3ccccc23)c2ccccc12
    -1.0, 5, 1, 2, 30, -3.0, -6, 4, -4
CC1=NN(C(=O)CCc2ccccc2O)C(O)(C(F)(F)F)C1 (stereo unspecified)
    -1.9, -2, -9, 0, 11, -1.6, 11, -3, -2
CCOc1ccc(NC(=O)C2CC(=O)N(c3ccccc3F)C2)cc1 (stereo unspecified)
    -2.9, 5, -6, 2, 12, -4.5, -3, 0, -25
CCn1c2ccccc2c2nnc(SCc3ccccc3)nc21
    -2.5, 4, 1, 4, -11, -1.6, -5, -4, -2
CCCCn1nc2cc(C(=O)NCc3cc(C(F)(F)F)cc(C(F)(F)F)c3)ccc2c1OC
    -2.8, 0, 2, 2, -10, -2.6, -7, 4, -11
Cc1nn(S(=O)(=O)c2ccccc2)c(C)c1S(=O)(=O)N1CCC(C)CC1
    -2.2, 6, 6, -2, 6, -3.7, -6, 1, 5
Cc1cc(C(C)(C)C)cc(S(=O)(=O)NCC(=O)O)c1C
    -1.6, 5, 1, 7, -5, -1.5, 14, -2, -8
O=C(O)c1cc(-c2ccco2)nn1-c1ccc(Cl)cc1
    1.0, nt, 59, 1, -7, -0.6, 44*, -7, -26
COc1cc(CC(C#N)(CO)c2nc3ccccc3[nH]2)ccc1OC(F)F (stereo unspecified)
    0.1, 4, 11, 2, -2, -2.1, 3, 9, -5
CCn1ncc(S(=O)(=O)NCc2ccco2)c1C
    -1.1, -2, 3, 2, -11, -1.1, 1, 3, 9
COC(=O)CSc1nc2c(c(=O)[nH]c(=O)n2C)n1CCC(C)C
    -3.0, 2, 12, 12, -1, -4.1, 1, 9, -11
CSc1ccc(Cl)c(C(=O)N2CCOc3ccccc32)c1
    -2.2, -1, -6, 1, -2, -1.9, -3, 3, -18
Cc1ccc(C(=O)NC2CCN(C(=O)Nc3ccccc3Cl)CC2)cc1
    -2.9, 3, -10, -3, 5, -1.8, -14, -3, -20
CC1(C)CC(=O)C(C(C2=C(O)CC(C)(C)CC2=O)c2ccco2)C(=O)C1 (stereo unspecified)
    -1.7, 4, 2, 3, -8, -3.0, 31, 9, -18
Cc1cc(C)nc(Nc2n[nH]c(-c3ccc(N)cc3)n2)n1
    -0.9, 5, 8, 4, 2, -5.2, -11, 5, -2
CCOCCCNC(=O)c1c(N)n(-c2ccc3c(c2)OCO3)c2nc3ccccc3nc12
    -0.5, -1, 18, 4, -13, -3.8, -2, 4, -12
Cc1cc(C)c(NC(=O)c2ccc[n+](Cc3ccc([N+](=O)[O-])cc3)c2)c(C)c1
    -0.5, 3, -5, -1, 2, -2.7, -10, -15, 12
CCCN1C(=O)C2(SC(NC(C)=O)=NN2C(C)=O)c2cc(C)ccc21 (stereo unspecified)
    -5.9, -2, -1, 5, 3, -3.1, 6, 0, -14
O=C(CSc1nncn1-c1ccccc1)c1c[nH]c2ccccc12
    -2.0, 7, -8, 7, -14, -2.4, -8, -9, -2
CNS(=O)(=O)c1cccc(C(=O)OCC(=O)/C=C2/N(C)c3ccccc3C2(C)C)c1
    -4.5, 2, -8, -3, -10, -4.4, -7, 2, -28
COc1ccccc1N=NC1=C(O)CC(C)(C)CC1=O
    -0.7, -2, -6, -1, -6, -2.3, 7, -5, -18
Cc1ccc(-c2nnc(SCC(=O)N/N=C/c3ccc(C)s3)n2-c2ccc(C)cc2)cc1
    -2.6, 7, -2, 0, 0, -2.2, 6, -3, -7

Later entries
Under each structure – VIM-2 inh, IDE inh, UBC9 SUMO inh, IDE cell activ, pCIP destab, IMP-1 inh, HCV NS3 hel inh, PfM18AAP inh, FID counter
OC(CNCC1CCCO1)Cn1c2ccc(Cl)cc2c2cc(Cl)ccc21 (stereo unspecified)
    -1.1, -4, -8, 6, -12, -2.3, -96, 0, 25
O=c1[nH][nH]c(-c2ccccc2O)c1C(C[N+](=O)[O-])c1ccccc1 (stereo unspecified)
    0.6, -1, 14, -2, -1, -2.6, 8, 21, -8
COc1ccccc1CNC(=O)C(NC(=O)c1ccccc1C)C(C)C (stereo unspecified)
    0.5, 3, -10, 8, 5, -2.5, -4, -3, 7
COc1ccc(OC)c(NC(=O)C2CC2c2ccccc2)c1 (stereo unspecified)
    -2.1, -1, -6, 3, 0, -0.2, -20, -14, -23
COc1ccc2nc(SCC(=O)Nc3ccc4c(c3)OCCO4)[nH]c2c1
    -2.4, 2, 2, -3, 4, -3.4, -4, -1, -10
